# Screens deposited in PubChem by National Center for Advancing Translational Sciences (NCATS).
# D2 antag: HTS Assay for Allosteric Antagonists of the Human D2 Dopamine Receptor: Primary Screen for Antagonists. HEK293 TREx D2 cells, calcium flux, dopamine EC80. actives 2% (n = 340,000). inhibition, % at 10 µM. AID 485344, 2010. D(2) dopamine receptor (Homo sapiens), P14416; in the data active means inhibition above about 30%; further: 0% is about no effect
#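 Dopamine at EC80 is the agonist stimulus; test compounds precede it by 180 s. Calcium flux read kinetically in a force-coupled, inducible HEK293 T-REx D2 cell line.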
# RXFP1 antag: qHTS Assay for Antagonists of the Relaxin Receptor RXFP1; Relaxin receptor 1 (Homo sapiens), Q9HBX9; HEK293-RXFP1, relaxin-stimulated cAMP HTRF, 30 min; hits give low values; activity change, negative = inhibition, % at 57.5 µM; actives 0.59% (n = 350,000);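 active means activity change of -60% or lower, but not beyond a set lower limit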; further: on the % scale 0 is the no-effect control and ±100 the full control effect
# D2 potentiator: HTS Assay for Positive Allosteric Modulators of the Human D2 Dopamine Receptor: Primary Screen for Potentiators. HEK293 T-REx D2, calcium flux, EC20 dopamine potentiation. potentiation, % at 10 µM. actives 0.34% (n = 340,000). D(2) dopamine receptor (Homo sapiens), P14416;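 active means potentiation over 3 SD above the plate norm, cut at about 30% in these data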; further: 0% is about no effect
#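 Potentiation of an EC20 dopamine calcium response measured kinetically over 180 s, after a preceding 180 s compound-only read flagging agonists. Cells: inducible Hek293 Trex D2 line, 4000/well, cultured overnight at 30 C before dye loading.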
# TRHR PAM: qHTS for Small Molecule Agonists and Allosteric Enhancers of Human TRH Receptor: Primary Screen for Enhancers; enhancement, % at 2 µM; TRHR cells, fluo-8 calcium fluorescence, EC20 TRH enhancement; actives 0.66% (n = 360,000); in the data active means enhancement above about 30%; further: 0% is about no effect
# Target sequence (P34981 whole entry, looked up): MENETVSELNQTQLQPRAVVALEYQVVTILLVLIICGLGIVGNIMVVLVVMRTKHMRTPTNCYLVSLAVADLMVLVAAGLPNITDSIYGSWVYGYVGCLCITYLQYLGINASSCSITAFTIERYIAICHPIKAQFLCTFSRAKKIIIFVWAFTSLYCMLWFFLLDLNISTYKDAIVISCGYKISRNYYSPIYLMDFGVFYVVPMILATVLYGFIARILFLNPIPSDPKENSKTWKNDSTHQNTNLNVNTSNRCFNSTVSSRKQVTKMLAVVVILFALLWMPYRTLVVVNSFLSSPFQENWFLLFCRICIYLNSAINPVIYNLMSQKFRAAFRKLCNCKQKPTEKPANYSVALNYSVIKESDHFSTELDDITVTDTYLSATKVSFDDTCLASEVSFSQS
#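 TRHR-expressing cells loaded with fluo-8 calcium dye were read kinetically (ex 480/em 530) during compound addition, then stimulated with an EC20 of TRH (10 nM final). Enhancement of the Gq-mediated intracellular calcium response was scored.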
# D1 ag: Allosteric Agonists of the Human D1 Dopamine Receptor: qHTS. actives 1% (n = 360,000). D(1A) dopamine receptor (Homo sapiens), P21728. HEK293 T-REx D1 cells, calcium flux, agonist mode. activation, % at 2 µM; in the data active means activation above about 30%; further: 0% is about no effect
# Target sequence (P21728 whole entry, looked up): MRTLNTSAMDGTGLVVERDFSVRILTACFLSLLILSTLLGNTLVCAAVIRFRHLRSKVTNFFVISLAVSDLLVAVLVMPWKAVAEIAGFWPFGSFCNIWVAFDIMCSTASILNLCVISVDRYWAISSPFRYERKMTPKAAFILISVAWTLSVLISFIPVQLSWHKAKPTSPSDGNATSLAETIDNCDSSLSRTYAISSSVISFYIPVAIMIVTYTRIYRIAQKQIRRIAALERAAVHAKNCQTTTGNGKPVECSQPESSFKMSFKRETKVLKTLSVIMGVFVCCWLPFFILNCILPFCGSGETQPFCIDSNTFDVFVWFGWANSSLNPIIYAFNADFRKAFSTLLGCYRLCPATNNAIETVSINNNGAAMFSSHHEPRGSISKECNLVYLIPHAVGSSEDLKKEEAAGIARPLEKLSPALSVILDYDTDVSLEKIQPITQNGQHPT
#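 Inducible HEK293 T-REx D1 cells, force-coupled to calcium signalling, were plated at 4000 cells/well with tetracycline and held overnight at 30 C. After no-wash calcium dye loading, compound-evoked calcium rise over 180 s flagged agonists.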
# D1 antag: Antagonist of Human D 1 Dopamine Receptor: qHTS | activity change, negative = inhibition, % at 10 µM | actives 3.2% (n = 360,000) | D(1A) dopamine receptor (Homo sapiens), P21728 | HEK293 TREx D1 cells, calcium flux, dopamine EC80; hits give low values; in the data active means activity change below about -30%; further: on the % scale 0 is the no-effect control and ±100 the full control effect
#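 Cells carrying a force-coupled, tetracycline-inducible human D1 receptor report calcium flux. Each well gets a 10 s baseline, compound with 180 s monitoring, then an EC80 dopamine stimulus with a second 180 s kinetic read.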
# RXFP1 ag: qHTS Assay for Agonists of the Relaxin Receptor RXFP1 | HEK293T-RXFP1 cAMP TR-FRET, 30 min; response scale: percent of porcine relaxin response, buffer zero | Relaxin receptor 1 (Homo sapiens), Q9HBX9 | Potency, µM (titrated, usually from 57.5 µM), for inactives: top-dose activation, usual class: activators | actives 0.3% (n = 370,000); active means well fitted activation curve with a large enough effect; further: potency means the concentration at half of the fitted maximal effect; on the % scale 0 is the no-effect control and ±100 the full control effect; nearly all actives have a fitted effect of over 60% in size; many of its hits are not listed in these tables
#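 HEK293T cells stably expressing RXFP1 were pretreated with the PDE4 inhibitor Ro 20174, exposed to compounds for 30 min at 37C, lysed, and cAMP was read by TR-FRET. Data normalized to buffer (basal) and 29 nM porcine relaxin (100%).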
# D2 ag: HTS Assay for Allosteric Agonists of the Human D2 Dopamine Receptor: Primary Screen for Agonists; activation, % at 2 µM; HEK293 T-REx D2 cells, calcium flux agonist mode; actives 0.53% (n = 340,000); AID 485358, 2010;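 active means activation over 3 SD above normal in the single-dose calcium agonist read, cut at about 30% in these data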; further: 0% is about no effect
#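 In this primary screen, compounds producing a positive calcium signal within 180 s of addition to tetracycline-induced, force-coupled HEK293 Trex D2 cells are flagged; cells are dye-loaded with a no-wash calcium kit beforehand.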
# D1 PAM: Potentiators of Human D1 Dopamine Receptor: qHTS; HEK293 TREx D1 cells, calcium flux, dopamine EC20 potentiation; potentiation, % at 10 µM; actives 0.036% (n = 360,000); in the data active means potentiation above about 30%; further: 0% is about no effect
# * marks the source's active call; other numbers are inactive results; . = no result given. An excerpt; rates above refer to the full screens.
SMILES,D2 antag,RXFP1 antag,D2 potentiator,TRHR PAM,D1 ag,D1 antag,RXFP1 ag,D2 ag,D1 PAM
CC(=O)c1cccc(NC(=O)C2CCN(c3ncnc4c3nc3n4CCCCC3)CC2)c1,.,-3.6,-10.3,1.7,-1.2,6.5,6.0%,-1.7,-2.0
CCc1ccccc1NC(=O)C1CCN(C(=O)N2CC(C)Oc3ccc(Cl)cc32)CC1 (configuration not stated),.,-6.6,1.1,17.5,-0.7,0.9,0.6%,0.3,-1.6
COc1cc(Cl)c(S(=O)(=O)N2CCOCC2)cc1Cl,-4.9,-21.1,-2.1,2.3,1.6,-8.0,1.4%,-0.4,-8.6
COc1ccc(-n2cnc3sc4c(c3c2=O)CCCC4)cc1,12.8,-11.8,2.5,-3.4,-0.2,-8.0,1.3%,-0.2,2.1
CCCCOC(=O)C1CN(c2ccccc2)N=C1C(C)=O (configuration not stated),.,-7.5,.,-2.6,2.1,0.6,8.3%,.,6.8
Cc1cc(C(F)(F)F)c2c(=O)[nH]c(=O)n(Cc3ccccc3)c2n1,5.1,-5.0,5.1,-0.2,1.1,7.5,0.1%,0.1,2.1
COc1ccc(NC(=O)c2cc(S(=O)(=O)N(Cc3ccccc3)c3ccccc3)ccc2Cl)cn1,-10.0,-1.3,7.9,5.9,11.4,1.3,-0.9%,-1.6,-4.2
O=C(Nc1nnc(N2CCCCCC2)s1)Nc1ccccc1C(F)(F)F,.,-3.1,-3.0,1.3,-1.4,25.5,7.7%,-0.2,-2.8
CCN(C(=O)C1CSC2(C)CCC(=O)N12)c1nc2c(C)cccc2s1 (configuration not stated),-6.6,-4.8,2.5,1.7,0.7,13.4,-0.9%,-0.3,-3.4
CC(=O)N(Cc1ccccc1)c1ncc2c(n1)c(=O)c(C#N)c1ccccn12,5.7,-0.3,-4.7,-6.4,1.6,-15.2,4.6%,1.0,-4.5
Cc1ccc(NC2CCCN(C(=O)CCCN3CCCCC3=O)C2)cc1C (configuration not stated),-7.7,-15.3,1.8,-5.7,0.1,15.0,-1.9%,0.1,-3.9
Cc1ccc(C(=O)N/C(=C\c2ccc3c(c2)OCO3)C(=O)N2CCOCC2)cc1,1.4,2.4,1.4,-1.8,0.5,6.2,-0.3%,-0.1,4.2
Nc1nonc1-n1nnc(C(=O)N/N=C/c2cc(Br)cs2)c1-c1ccccc1,-2.5,-34.4,8.2,11.1,22.7,3.5,7.7%,9.3,8.4
Cc1ccc(-c2cc(C(=O)OCC(=O)Nc3ncc(C(F)(F)F)cc3Cl)c3ccccc3n2)cc1,-1.4,-0.7,8.7,-10.2,1.5,6.7,1.0%,0.8,-9.2
COC(=O)c1noc(C)c1-c1ccnn1C(=O)c1ccc(C)cc1,-20.3,-6.1,12.8,13.4,14.8,-2.0,-1.8%,-0.7,3.3
CC1CCCCN1CCCNC(=O)CCCN1C(=O)c2cccnc2Sc2ccccc21 (configuration not stated),-14.8,4.3,20.8,5.7,3.4,7.9,0.7%,1.3,13.9
O=C(O)c1cccc(Cn2c(Cl)c(/C=N/NC(=O)c3ccc(O)cc3)sc2=O)c1,-7.3,-11.4,-2.7,-1.9,2.1,4.7,-1.0%,-0.1,5.7
O=C(c1cc(-c2ccc3c(c2)OCO3)on1)N1CCN(c2ccc(F)cc2)CC1,1.1,-16.9,7.2,-5.1,1.9,-1.6,0.7%,1.0,-5.0
C#CCOCCOCCOCCNc1nc(N2CCOCC2)nc(N2CCN(C(=O)[C@H](Cc3cc4ccccc4[nH]3)n3cc([C@@H](N)Cc4ccc(O)cc4)nn3)CC2)n1,-2.3,.,-9.5,-5.5,4.5,7.4,1.1%,-0.8,2.6
Cc1ccc(S(=O)(=O)CC2CSc3nc(N)cc(=O)n32)cc1 (configuration not stated),1.6,7.2,0.3,8.2,2.3,6.0,1.3%,0.3,4.0
Cc1cccc2nc(-c3cccc(NS(=O)(=O)c4ccccc4)c3)cn12,.,-1.1,3.2,-3.8,-2.8,-6.9,-0.9%,-0.5,-1.1
O=C(Cc1c(O)c2ccccc2oc1=O)c1ccc(F)cc1,4.1,3.9,-11.4,-1.1,-0.5,-9.6,1.7%,0.1,-1.8
O=C(COC(=O)c1ccc(Cl)c(S(=O)(=O)N2CCc3ccccc3C2)c1)Nc1ncc(Cl)cc1Cl,-4.2,1.3,-9.9,-3.6,3.7,10.7,0.2%,0.1,3.9
C/C(=C\C(=O)N1CCc2ccccc21)C(=O)O,.,-4.0,.,1.1,3.6,13.5,1.4%,.,-0.3
COc1cc(NC(=O)N[C@H](C(=O)O)C(C)C)cc(OC)c1,-6.2,-12.9,5.0,-1.9,2.6,9.0,2.2%,0.1,1.0

# The list continues.
SMILES,D2 antag,RXFP1 antag,D2 potentiator,TRHR PAM,D1 ag,D1 antag,RXFP1 ag,D2 ag,D1 PAM
Cc1c(C(=O)N2CCOCC2)c(S(=O)(=O)Nc2ccc(F)cc2)c(C)n1C,8.2,-17.3,-0.9,4.6,-0.4,1.4,0.6%,1.0,9.6
CCCSc1nnc(NC(=O)c2nc(SC)ncc2Cl)s1,19.9,-7.0,1.6,-0.5,0.4,-35.7*,0.2%,-1.7,-3.6
Cc1nc2ccccc2c(=O)n1NCc1cc(Br)cs1,-10.3,19.9,-7.8,3.6,-0.4,8.4,1.5%,1.3,7.8
CC(C)N(C(=O)c1cc2c(Cl)nc3ccccc3c2s1)C1CCCCC1,.,.,-0.8,-0.6,-0.2,3.1,-3.6%,1.2,-5.7
COc1ccc(CCNC(=O)C2COc3ccccc3C2)cc1OC (configuration not stated),.,-6.2,-6.9,-0.5,4.6,1.1,-1.0%,-0.1,1.6
Nc1nc(SCc2ccc(Br)cc2)n[nH]1,.,8.6,.,0.7,0.0,4.7,-2.3%,.,0.7
O=C(CN1C(=O)C(=O)c2ccccc21)NCCc1ccccc1,-8.7,1.3,16.4,-12.1,0.6,-1.1,0.6%,-1.8,1.5
Cc1nc(SCC(=O)Nc2ccccc2Cl)oc1C,31.2*,3.1,0.0,10.1,1.5,8.3,0.3%,0.0,-0.4
Nc1nnc(SCc2ccc(Cl)cc2)s1,26.5,4.6,8.5,12.8,1.7,-0.2,-1.0%,0.9,-5.3
COc1ccccc1C(=O)NNC(=O)c1ccc(Cl)cc1,5.0,-3.8,-9.2,-4.1,2.1,-3.5,-0.1%,0.3,-1.3
CCOC(=O)C1=C(CNCCOc2ccc(OC)cc2)NC(=O)NC1c1ccc2c(c1)OCO2 (configuration not stated),8.0,9.7,10.8,7.0,8.9,-33.5*,-0.9%,-0.2,-3.0
CC(Sc1n[nH]c(N)n1)C(=O)Nc1ccc(Cl)cn1 (configuration not stated),.,18.8,.,3.9,1.3,10.4,-1.4%,.,3.8
c1ccc(-c2nnnn2-c2ccccc2)cc1,.,2.7,.,-0.1,5.7,5.2,0.7%,.,-3.9
Cn1c(=NC(=O)c2ccco2)sc2ccccc21,0.5,-11.0,1.3,-2.5,0.8,8.2,4.6%,-0.8,2.2
CCCC(=O)NC(c1ccccc1)c1c(O)ccc2ccccc12 (configuration not stated),1.2,-7.0,1.8,-1.3,10.2,20.2,0.2%,1.3,-0.6
O=C(Nc1ccccc1Cl)Nc1ccccc1Cl,5.2,-21.4,3.6,-0.1,1.6,2.3,0.0%,-1.5,-0.2
O=C(CNC(=O)c1ccc(Cl)cc1Cl)NCc1ccccn1,-1.7,-1.4,9.2,2.9,1.4,-15.4,-0.2%,0.0,-0.3
O=Cc1cc(Br)c(OC(=O)N2CCOCC2)c(Br)c1,25.3,-7.1,-9.9,-4.8,0.9,8.8,2.7%,0.6,-2.0
O=C(c1ccccc1F)N1CCN(S(=O)(=O)c2ccc3ccccc3c2)CC1,17.8,1.9,26.8,-0.1,7.5,-4.7,0.2%,0.7,-5.3

# Already shown: an excerpt of the list.
SMILES,D2 antag,RXFP1 antag,D2 potentiator,TRHR PAM,D1 ag,D1 antag,RXFP1 ag,D2 ag,D1 PAM
CC(=O)c1cccc(NC(=O)C2CCN(c3ncnc4c3nc3n4CCCCC3)CC2)c1,.,-3.6,-10.3,1.7,-1.2,6.5,6.0%,-1.7,-2.0
CCc1ccccc1NC(=O)C1CCN(C(=O)N2CC(C)Oc3ccc(Cl)cc32)CC1 (configuration not stated),.,-6.6,1.1,17.5,-0.7,0.9,0.6%,0.3,-1.6
COc1cc(Cl)c(S(=O)(=O)N2CCOCC2)cc1Cl,-4.9,-21.1,-2.1,2.3,1.6,-8.0,1.4%,-0.4,-8.6
COc1ccc(-n2cnc3sc4c(c3c2=O)CCCC4)cc1,12.8,-11.8,2.5,-3.4,-0.2,-8.0,1.3%,-0.2,2.1
CCCCOC(=O)C1CN(c2ccccc2)N=C1C(C)=O (configuration not stated),.,-7.5,.,-2.6,2.1,0.6,8.3%,.,6.8
Cc1cc(C(F)(F)F)c2c(=O)[nH]c(=O)n(Cc3ccccc3)c2n1,5.1,-5.0,5.1,-0.2,1.1,7.5,0.1%,0.1,2.1
COc1ccc(NC(=O)c2cc(S(=O)(=O)N(Cc3ccccc3)c3ccccc3)ccc2Cl)cn1,-10.0,-1.3,7.9,5.9,11.4,1.3,-0.9%,-1.6,-4.2
O=C(Nc1nnc(N2CCCCCC2)s1)Nc1ccccc1C(F)(F)F,.,-3.1,-3.0,1.3,-1.4,25.5,7.7%,-0.2,-2.8
CCN(C(=O)C1CSC2(C)CCC(=O)N12)c1nc2c(C)cccc2s1 (configuration not stated),-6.6,-4.8,2.5,1.7,0.7,13.4,-0.9%,-0.3,-3.4
CC(=O)N(Cc1ccccc1)c1ncc2c(n1)c(=O)c(C#N)c1ccccn12,5.7,-0.3,-4.7,-6.4,1.6,-15.2,4.6%,1.0,-4.5
